Screening data: PubChem BioAssay, several laboratories
Arr AP2 block – blocks beta-arrestin peptide binding to AP2 adaptin; FITC-arrestin peptide / GST-AP2 beads, flow cytometry; AP2 beta2 appendage carries R879A mutation; 340,000 tested, 0.31% active; inhibition, % at 10 µM;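 active means inhibition above a set limit, near 3 SD of compounds lacking own fluorescence, cut at about 54% in these data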;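 further: plate controls were DMSO wells for no effect and 5 µM unlabelled arrestin peptide for full effect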
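System: GST-AP2 R879A bound to glutathione beads, E. coli-expressed. Also added: 50 nM FITC-arrestin peptide. Schedule: compound with beads 12 min RT, then probe 1 h RT. Signal: bead flow cytometry, FITC channel. Read-out basis: percent response.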
NSD2 inh – NSD2 (human) methyltransferase inhibition | O96028 | NSD2 peptide methylation, AlphaScreen, 120 min | inhibition, % at 12.5 µM | 310,000 tested, 0.54% active | AID 743445; in the data active means inhibition above about 50%
SR-BI DiI inh – blocks mouse SR-BI lipid uptake from DiI-HDL. Q61009. ldlA[mSR-BI] CHO cells, DiI-HDL uptake fluorescence, 3 h. inhibition, % at 12.5 µM. 320,000 tested, 0.96% active. AID 488896;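 active means mean replicate inhibition of at least 70% and a set share of replicates each scoring 70 or more; inconclusive means meets just one of the two criteria; inactive means fails both criteria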;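 further: 0% = median of neutral control wells and 100% = median of positive control wells; values of inactives mirror those of a sister screen read the other way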
MITF act – MITF TRPM1 promoter activation in melanoma cells | SK-MEL-5 TRPM1-promoter luciferase, 24 h; % of positive control, neutral wells = 0 | activation, % at 12.5 µM | 300,000 tested, 0.75% active | AID 588334;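 active means mean activation of at least 80% with every replicate also reaching 80%; inconclusive means mean reaches 80% but some replicate falls short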;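 further: 0% = neutral control wells and 100% = parthenolide positive control wells; values of inactives mirror those of a sister screen read the other way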
PKA-R1A act – activates the PKA-R1A holoenzyme complex | P00514+P68181 | PKA-R1A dissociation, Cy5-IP20 fluorescence polarization; scaled: DMSO 0%, 113 µM cGMP 100% | activation, % at 11.4 µM | 340,000 tested, 0.083% active | AID 504707;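 active means percent activation above the mean of all tested compounds plus 3 SD, cut at about 19% in these data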;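 further: higher means more PKAc released from R1A so a rise in polarization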
DSG3 Ab inh – blocks pemphigus antibody binding to human desmoglein-3; P32926; DSG3-coupled beads, scFv-anti-DSG3-GFP binding, flow cytometry; active compounds read low; binding (percent of control), % at 10 µM; 310,000 tested, 0.48% active;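 active means binding more than 3 SD below its plate's average and above zero; inconclusive means below that plate limit but binding exactly zero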;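 further: hits lower antibody fragment binding to DSG3; some compounds called inactive have numbers as strong as hits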
dFosB activator – mouse delta FosB homodimer activation; purified delta FosB, TAMRA-CDK5 oligo fluorescence polarization; percent of positive-control signal above neutral wells; activation, % at 25 µM; 340,000 tested, 0.99% active; AID 493131;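 active means mean activation above about 17%, with every replicate also reaching it, limit read from the data, passing the limit was not always enough; inconclusive means only one of the two conditions met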;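 further: fluorescence polarization rise as delta FosB binds a TAMRA Cdk5 AP-1 oligo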
SR-BI DiI-HDL act – enhances SR-BI lipid uptake from DiI-HDL | 320,000 tested, 0.096% active | activation, % at 12.5 µM | AID 504775 | CHO ldlA[mSR-BI] cells, DiI-HDL uptake fluorescence, 3 h; 100 = double the neutral-control signal;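 active means mean replicate activation of at least 60% and every replicate at or above 60%; inconclusive means mean or all-replicate condition met, but not both; inactive means mean below 60% and not all replicates reaching 60%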;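 further: 0% = median plate neutral-control signal and 100% = twice that signal; values of inactives mirror those of a sister screen read the other way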
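Test system: SR-BI-overexpressing, LDLR-lacking CHO cells; Medium: Ham's F12 with 0.5% BSA, HEPES 25 mM, pH 7.4; Schedule: 3 h, 37 °C; Technique: bottom-read fluorescence, 550/595 nm.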
CDK5 p35 inh – blocks human CDK5/p35 kinase activity | Recombinant CDK5/p35, ADP-Glo luminescence, 60 min | AID 488839 | 330,000 tested, 0.01% active | inhibition, % at 10 µM;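 active means highest replicate inhibition of at least 50% and at least 75% of replicates reaching 50%; inconclusive means only one of the two criteria met; inactive means both criteria failed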;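 further: plate controls were DMSO neutral control for no effect and GW8510 at 10 µM for full effect; many of its hits are not listed in these tables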
Target sequence (Q00535 whole entry, looked up): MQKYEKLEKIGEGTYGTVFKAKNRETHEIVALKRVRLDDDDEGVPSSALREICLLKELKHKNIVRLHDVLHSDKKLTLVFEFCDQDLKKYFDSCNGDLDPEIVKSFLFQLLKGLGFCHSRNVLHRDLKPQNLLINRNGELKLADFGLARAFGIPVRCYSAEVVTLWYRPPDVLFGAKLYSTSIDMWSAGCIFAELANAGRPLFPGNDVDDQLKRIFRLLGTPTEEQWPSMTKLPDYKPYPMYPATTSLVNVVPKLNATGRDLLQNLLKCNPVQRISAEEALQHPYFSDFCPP
Target sequence (Q15078 whole entry, looked up): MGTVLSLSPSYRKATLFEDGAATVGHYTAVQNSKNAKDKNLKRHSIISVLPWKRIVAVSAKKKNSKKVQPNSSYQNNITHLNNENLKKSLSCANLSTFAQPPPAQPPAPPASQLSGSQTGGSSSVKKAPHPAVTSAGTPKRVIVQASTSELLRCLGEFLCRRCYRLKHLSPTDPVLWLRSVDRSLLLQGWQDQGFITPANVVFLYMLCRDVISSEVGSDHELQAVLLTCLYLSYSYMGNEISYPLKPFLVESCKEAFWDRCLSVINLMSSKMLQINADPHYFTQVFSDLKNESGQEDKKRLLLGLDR
Mot1-301 SUMO – blocks SUMOylation pathway, rescuing yeast Mot1-301 growth; S. cerevisiae Mot1-301 growth rescue, ATP luminescence, 38.5C; percent above DMSO median, 100 means doubled; growth rescue, % at 18.8 µM; 320,000 tested, 1% active; AID 2716;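 active means every valid replicate shows activation above 250% relative to neutral control wells; inactive means the rest, any valid replicate at or below 250%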;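 further: OY570 slx delta 5 strain wells were the positive control but not used for scaling; some compounds called inactive have numbers as strong as hits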
PKA-R2B act – activates the human PKA-R2B holoenzyme complex; PKA-R2B holoenzyme dissociation, Cy5-IP20 fluorescence polarization; R2B truncated from residue 108, S112A mutant; 0% DMSO only, 100% 113 µM cGMP; activation, % at 11.4 µM; 340,000 tested, 0.079% active; AID 504700;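 active means activation above a cutoff set at the mean over all compounds plus 3 SD, cut at about 18% in these data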;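 further: higher means more holoenzyme dissociation and a rise in polarization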
Target sequence (P31323 whole entry, looked up, other chains not shown, the tested form may be a part): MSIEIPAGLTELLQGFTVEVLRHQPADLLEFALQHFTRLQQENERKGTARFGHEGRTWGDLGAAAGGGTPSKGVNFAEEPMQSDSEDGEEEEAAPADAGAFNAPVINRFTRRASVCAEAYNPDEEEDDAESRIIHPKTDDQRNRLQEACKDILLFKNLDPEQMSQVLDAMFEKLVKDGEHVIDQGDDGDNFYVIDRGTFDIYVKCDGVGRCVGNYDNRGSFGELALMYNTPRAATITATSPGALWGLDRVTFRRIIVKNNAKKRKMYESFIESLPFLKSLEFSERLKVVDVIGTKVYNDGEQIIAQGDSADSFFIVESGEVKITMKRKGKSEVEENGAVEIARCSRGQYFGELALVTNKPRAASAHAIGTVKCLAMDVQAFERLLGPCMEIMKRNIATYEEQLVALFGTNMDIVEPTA
Starred values were filed as active, the others as inactive; ? = inconclusive; . = no result given. Hits appear at their usual frequency. About 4.7% of those tested had a hit in this group.

entry	smiles	Arr AP2 block	NSD2 inh	SR-BI DiI inh	MITF act	PKA-R1A act	DSG3 Ab inh	dFosB activator	SR-BI DiI-HDL act	CDK5 p35 inh	Mot1-301 SUMO	PKA-R2B act
1	CC1CCN(S(=O)(=O)c2ccc(Br)s2)CC1	12	.	-13	1	6	96	-10	13	2.8	13	-3
2	COc1ccc(N/C(=N\c2nc(C)cc(C)n2)NC(=O)C(C)C)cc1OC	6	-4	1	5	0	103	-9	-1	0.1	-10	-3
3	COc1ccc(C(=O)O/N=C(\N)c2ccccn2)c(OC)c1	-19	29	7	-4	2	106	-8	-7	3.6	643	4
4	c1ccc(CNc2nc(-c3cccs3)nc3ccccc23)cc1	-7	-1	18	10	-3	93	17*	-18	0.3	.	6
5	CCCN(CCC)CCNC(=O)c1cc2c(=O)n(C)c3ccccc3c2n1C	0	.	41	11	-6	110	-24	-41	1.6	323*	-7
6	O=C1CC(C(=O)N2CCc3ccccc32)CN1c1cccc(C(F)(F)F)c1 (stereo not drawn)	0	0	33	-7	-3	.	-8	-33	-1.4	11	0
7	C=C1C(=O)C2=CC1CCC(=O)C1(C)CCC(OC(C)=O)C(C)(C)C1CC2O (stereo not drawn)	2	1	-20	-101	5	94	-5	20	-1.2	.	-3
8	COc1ccc(-c2cc(C(F)(F)F)nc(SCC(=O)N(C)Cc3cn(C)nc3C)n2)cc1OC	26	-4	57	11	-11	93	-28	-57	0.5	-6	-1
9	COc1ccccc1N1CCN(C(=O)c2sc3ncnc(N4CCN(c5ccccn5)CC4)c3c2C)CC1	9	25	40	-16	-5	100	-11	-40	0.6	442*	4
10	COc1ccc(CSc2nnnn2-c2ccc(O)cc2)cc1F	5	9	6	-6	3	111	-16	-6	1.7	11	5
11	O=C(Nc1ccccc1)c1ccco1	4	-2	-42	.	-4	106	3	42	0.4	23	7
12	O=C(CCCN1C(=O)/C(=C/c2ccco2)SC1=S)Nc1ccccc1	33	1	3	-7	0	89	-9	-3	1.0	-1	-12
13	CN(CC(=O)Nc1cccc(F)c1)C(=O)CN1C(=O)NC2(CCCCC2)C1=O	-9	13	-4	-2	-28	98	-1	4	-8.5	-4	-11
14	CC(OC(=O)c1ccc(S(=O)(=O)N2CCOCC2)cc1)c1ccccc1 (stereo not drawn)	-5	-1	12	-4	17	103	1	-12	-0.2	-27	4
15	COc1ccc([N+](=O)[O-])cc1NC(=O)CC(C)c1ccccc1 (stereo not drawn)	-5	0	?	8	-11	102	3	-74	0.7	6	-9
16	Cc1ccc(S(=O)(=O)N2CCOCC2)cc1C(=O)Nc1c(C)n(C)n(-c2ccccc2)c1=O	3	-1	-8	-11	3	96	7	8	-0.3	1	1
17	O=C(Nc1ccsc1C(=O)O)c1ccc(Cl)cc1	1	-3	12	15	-2	102	-12	-12	0.2	-10	-4
18	N#Cc1c(/N=C/c2cc(Br)cs2)sc2c1CCC2	39	7	0	57	3	100	1	0	1.3	3	2
19	CC1CN(C(=O)Cn2cnc3c2c(=O)n(C)c(=O)n3C)CC(C)O1 (stereo not drawn)	-8	-5	17	4	-8	91	3	-17	-0.5	-7	-1
20	N#Cc1c(NC(=O)CCC(=O)O)sc2c1CCCC2	7	3	-17	1	-9	118	-5	17	-0.5	.	-7
21	COCCn1c(CN2CCN(c3ccc(OC)cc3)CC2)nc2c1c(=O)n(C)c(=O)n2C	9	-4	-7	.	14	100	-3	7	0.3	-7	9
22	CCCC(=O)NC(Nc1cc(C(F)(F)F)ccc1Cl)C(Cl)(Cl)Cl (stereo not drawn)	-5	2	16	-6	-9	109	-6	-16	0.3	-4	-12
23	COc1ccc(OC)c(Nc2nc(-c3cccs3)cs2)c1	-1	.	92*	14	3	.	-4	-92	2.0	-11	0
24	COc1ccc(CNC(=O)CSc2nnnn2Cc2ccccc2)cc1	2	3	-19	.	-4	96	-4	19	-2.1	.	-5
25	O=C(O)CCC(=O)N1CCN(c2nc3ccccc3s2)CC1	-1	-1	-11	-9	-13	.	-2	11	-1.2	30	-2
26	O=C(Nc1ccccc1)c1ccccc1OCc1cccc([N+](=O)[O-])c1	-2	12	49	1	4	107	?	-49	0.8	-5	-7
27	COC(=O)CCCC1=CC2=C(c3ccccc3)C(=O)C(C)(OC(=O)C3CCCC3)C(=O)C2=CN1Cc1ccc2c(c1)OCO2 (stereo not drawn)	25	.	5	14	8	109	-2	-5	-2.1	7	-10
28	Cc1cc2oc3ccc(NCCCn4ccnc4)cc3c(=O)c2cc1C	8	.	27	75	-2	444	-2	-27	-2.4	0	-5
29	CCOC(=O)c1c(-c2ccccc2)csc1NC(=O)CCN1C(=O)c2ccccc2C1=O	-4	-2	-3	3	-1	102	-3	3	1.5	-12	-2
30	COc1cc(/C=C/C(=O)N2CCOCC2)ccc1OCc1ccccc1	10	-1	20	-13	-1	101	-4	-20	0.5	3	-4

Arranged by length of the SMILES (high to low): some entries from above
entry	smiles	Arr AP2 block	NSD2 inh	SR-BI DiI inh	MITF act	PKA-R1A act	DSG3 Ab inh	dFosB activator	SR-BI DiI-HDL act	CDK5 p35 inh	Mot1-301 SUMO	PKA-R2B act
2	COc1ccc(N/C(=N\c2nc(C)cc(C)n2)NC(=O)C(C)C)cc1OC	6	-4	1	5	0	103	-9	-1	0.1	-10	-3
25	O=C(O)CCC(=O)N1CCN(c2nc3ccccc3s2)CC1	-1	-1	-11	-9	-13	.	-2	11	-1.2	30	-2
10	COc1ccc(CSc2nnnn2-c2ccc(O)cc2)cc1F	5	9	6	-6	3	111	-16	-6	1.7	11	5

(listing goes on)
entry	smiles	Arr AP2 block	NSD2 inh	SR-BI DiI inh	MITF act	PKA-R1A act	DSG3 Ab inh	dFosB activator	SR-BI DiI-HDL act	CDK5 p35 inh	Mot1-301 SUMO	PKA-R2B act
31	O=S(=O)(c1ccc2c(c1)C(O)c1ccccc1CC2)C(F)(F)F (stereo not drawn)	3	.	-5	-11	-1	103	-3	5	0.5	0	-3
32	CC(C)c1ccccc1NC(=O)CNCCc1ccc(C(F)(F)F)cc1	28	-3	.	-19	-7	104	-10	.	0.3	-44	0
33	O=C(c1cc2ccccc2o1)N1CCN(Cc2ccccc2)CC1	-10	5	-12	27	-12	105	-6	12	1.1	15	-8
34	N#Cc1c(-c2ccccc2)nc2n(-c3ccccc3)nc(C(=O)Nc3ccccc3)n2c1=O	0	-2	-1	-12	1	103	-1	1	-0.4	3	-2
35	O=C1Nc2cc(C(=O)NCCCN3CCOCC3)ccc2S/C1=C/c1cccc(Cl)c1	10	-3	4	7	3	130	-6	-4	-1.5	2	3
36	C=CCn1c(SCc2nc3c(c(=O)[nH]c(=O)n3CCCC)n2CCC)nnc1-c1ccccc1	9	-2	-12	4	-6	104	2	12	-0.2	-3	3
37	CN(C)c1ccc(CN(CC2CCCO2)C(=O)c2cc3ccccc3o2)cc1 (stereo not drawn)	18	13	10	6	-6	102	-4	-10	-1.1	.	-3
38	COCCCn1c(C(=O)N2CC(C)OC(C)C2)cc2c(=O)n3cccc(C)c3nc21 (stereo not drawn)	8	.	-2	-2	1	104	-9	2	1.5	3	-6
39	C/C(=N\NC(=O)c1cc(-c2ccc(Cl)s2)[nH]n1)c1ccncc1	-1	-3	2	10	7	100	-9	-2	1.8	-8	4
40	COc1ccc(NC(=O)N/C=C/c2ccccc2)cc1	-19	-1	-14	10	-4	84	5	14	1.5	27	-12
41	CCCCOc1ccc(CN(C)c2ncnc(N)n2)cc1	-2	-1	-28	20	-2	100	-6	28	0.4	21	-8
42	O=C(CC1C(=O)NCCN1Cc1ccccc1C(F)(F)F)NCCN1CCOCC1 (stereo not drawn)	-9	-3	-36	0	2	104	-3	36	1.4	-18	1
43	O=C(CSc1nc2ccccc2[nH]1)Nc1ccc(F)cc1	2	.	14	9	1	108	-9	-14	0.0	8	-18
44	Cc1nnc(SCC(=O)Nc2cccc(S(=O)(=O)N(C)c3ccccc3)c2)s1	-5	1	-3	-5	-7	93	-1	3	.	-17	-5
45	CCOc1ccc(NC(=O)CCC(=O)NNC(=O)NC2CCCCC2)cc1	37	-1	-5	2	10	.	-12	5	0.3	-4	3
46	COc1ccc(N2C(=O)CCC(C(=O)N3CCC(C(N)=O)CC3)C2c2ccc(F)cc2)cc1 (stereo not drawn)	16	2	-15	3	-2	.	6	15	-0.6	14	13
47	Cc1c(C(=O)NCc2cccnc2)sc2nc(-c3ccccc3)cn12	1	.	21	.	13	99	-7	-21	-0.6	-2	4
48	COc1ccc(/C=C/C(=O)O/N=C(\N)c2ccccn2)cc1OC	-4	1	50	81*	-7	105	-2	-50	-0.6	-4	-1
49	Cc1ccc2oc(C(=O)NCc3ccccc3)cc(=O)c2c1	34	-2	-16	0	-5	98	15	16	0.4	313	8

Arranged by the number under SR-BI DiI inh (highest first): 4 from the list above.
entry	smiles	Arr AP2 block	NSD2 inh	SR-BI DiI inh	MITF act	PKA-R1A act	DSG3 Ab inh	dFosB activator	SR-BI DiI-HDL act	CDK5 p35 inh	Mot1-301 SUMO	PKA-R2B act
39	C/C(=N\NC(=O)c1cc(-c2ccc(Cl)s2)[nH]n1)c1ccncc1	-1	-3	2	10	7	100	-9	-2	1.8	-8	4
38	COCCCn1c(C(=O)N2CC(C)OC(C)C2)cc2c(=O)n3cccc(C)c3nc21 (stereo not drawn)	8	.	-2	-2	1	104	-9	2	1.5	3	-6
36	C=CCn1c(SCc2nc3c(c(=O)[nH]c(=O)n3CCCC)n2CCC)nnc1-c1ccccc1	9	-2	-12	4	-6	104	2	12	-0.2	-3	3
49	Cc1ccc2oc(C(=O)NCc3ccccc3)cc(=O)c2c1	34	-2	-16	0	-5	98	15	16	0.4	313	8
